SENP8 block-1 – SENP8 protease inhibitors, primary screen, biochemical, luminescence. Sentrin-specific protease 8 (Homo sapiens), Q96LD8. purified SENP8, Z-RLRGG-aminoluciferin cleavage. inhibition, % at 10 µM. hit rate 1.2% among 330,000. AID 2540, 2010; in the data active = inhibition above about 50%
Target sequence (Q96LD8 whole entry, looked up): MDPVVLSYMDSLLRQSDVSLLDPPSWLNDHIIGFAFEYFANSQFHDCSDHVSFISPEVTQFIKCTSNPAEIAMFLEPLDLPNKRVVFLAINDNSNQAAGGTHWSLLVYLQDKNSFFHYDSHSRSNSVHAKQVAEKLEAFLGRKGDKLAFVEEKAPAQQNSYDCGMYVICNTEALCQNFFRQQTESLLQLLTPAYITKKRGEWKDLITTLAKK
SENP8 block-2 – human SENP8 protease inhibitors, primary screen, biochemical, fluorescence, Nedd8 protein substrate, uHTS; AID 602440, 2012; recombinant SENP8; hit rate 0.64% among 360,000; Sentrin-specific protease 8 (Homo sapiens), Q96LD8; inhibition, % at 20 µM; in the data active = inhibition mostly above about 40%, no sharp cut-off; inactive = mostly below about 27%
SENP7 block – SENP7 protease inhibitors, primary screen, biochemical, luminescence, uHTS. Sentrin-specific protease 7 (Homo sapiens), Q9BQF6. recombinant SENP7, Z-RLRGG-aminoluciferin luminescence, 40 min. inhibition, % at 5 µM. hit rate 1.5% among 330,000;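 active = inhibition above about 50% at the single test dose, limit read from the data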;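 also: plate controls were DMSO with enzyme for no effect and no enzyme buffer wells for full effect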
Target sequence (Q9BQF6 706-1050 limits assumed): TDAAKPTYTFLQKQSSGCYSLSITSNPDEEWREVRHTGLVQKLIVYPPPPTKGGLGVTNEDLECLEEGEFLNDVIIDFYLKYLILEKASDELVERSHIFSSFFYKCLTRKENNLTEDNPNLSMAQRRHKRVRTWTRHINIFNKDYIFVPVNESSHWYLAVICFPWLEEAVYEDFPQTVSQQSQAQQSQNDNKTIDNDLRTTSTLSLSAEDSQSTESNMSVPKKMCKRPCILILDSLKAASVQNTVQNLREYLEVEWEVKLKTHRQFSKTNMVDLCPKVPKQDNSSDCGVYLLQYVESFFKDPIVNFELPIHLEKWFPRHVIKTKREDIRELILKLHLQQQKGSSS
SENP1 inh – human SENP1 catalytic domain inhibitors, primary screen, biochemical, FRET, uHTS | recombinant SENP1 catalytic domain, CyPet-SUMO1-YPet FRET cleavage | inhibition, % at 10 µM | hit rate 0.21% among 360,000;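 active = inhibition at least 30% at 10 µM, raw YFP signal under a set limit, fluorescence ratio 0.5 to 1.5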;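 also: 0% = enzyme with DMSO and 100% = no enzyme wells; some results filed as inactive read as strong as hits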
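material = recombinant human SENP1 catalytic domain, His6-tagged | quantity = 20 pM enzyme | reagent = 25 nM SUMO1 FRET substrate | compound dosing = 10 µM single point, 0.5% DMSO | timing = 50 min enzyme reaction, room temperature, light-protected | detection = FRET, CFP and YFP emission | control set = no-enzyme low, enzyme-DMSO high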
NLRP3 yeast inh – NALP3 inflammasome inhibitors in reconstituted yeast, primary screen, luminescence, uHTS; inhibition, % at 10 µM; AID 2825, 2010; Yeast reconstituted NLRP3/ASC/caspase-1, beta-gal luminescence, 24 h; hit rate 0.39% among 330,000;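 active = inhibition of 50% or more; inactive = inhibition below 50%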;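 also: plate controls were induced DMSO wells for no effect and uninduced yeast grown without galactose for full effect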
HKDC1 inhibitor – HKDC1 hexokinase inhibitors, primary screen, biochemical, fluorescence, uHTS; recombinant HKDC1, G6PDH/diaphorase resazurin coupled fluorescence; inhibition, % at 20 µM; AID 493160, 2011; hit rate 0.16% among 340,000; Q2TB90;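 active = inhibition above about 35% when tested at 20 µM, limit read from the data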;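 also: plate controls were DMSO wells with enzyme for no effect and DMSO wells lacking enzyme for full effect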
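Test system: Recombinant HKDC1 (HK5) hexokinase enzyme, produced in-house | Input: HKDC1 at 5 µg/mL | Buffer or medium: Tris pH 8.0 buffer with MgCl2, Tween-20, BSA, BME | Schedule: 90 min reaction incubation at room temperature, dark | Technique: Resazurin-to-resorufin fluorescence via G6PDH and diaphorase coupling, 525/613 nm | Controls: DMSO wells with and without enzyme mix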
Apaf1 inhib – inhibitors of human Apaf-1 apoptosome, primary screen, biochemical, DEVD-Rh110 fluorescence, uHTS. reconstituted apoptosome caspase-3 activity. hit rate 0.71% among 330,000. inhibition, % at 20 µM. Apoptotic protease-activating factor 1 (Homo sapiens), O14727. AID 489030, 2010; active = inhibition of at least 40% at 20 µM;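 also: plate controls were DMSO wells for no effect and DEVD-CHO caspase inhibitor wells for full effect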
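Material: cell-free apoptosome with Apaf-1, procaspase-3 and caspase-9; Buffer or medium: Hepes pH 7.5 with detergent and BSA; Reagent: cytochrome c trigger plus (Z-DEVD)2-Rh110 caspase-3 substrate; Times: compound with Apaf-1, dATP, procaspase-3 30 min, then 50 min reaction, room temperature; Technique: Rh110 fluorescence intensity.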
SENP6 inh – SENP6 protease inhibitors, primary screen, biochemical, luminescence, uHTS | Sentrin-specific protease 6 (Homo sapiens), Q9GZR1 | Recombinant SENP6 catalytic domain, aminoluciferin luminescence | inhibition, % at 10 µM | hit rate 1.8% among 330,000 | AID 2599, 2010;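 active = inhibition above about 50% at the single tested dose, limit read from the data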;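 also: plate controls were DMSO wells with enzyme for no effect and DMSO wells lacking enzyme for full effect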
Target sequence (Q9GZR1 628-1112 limits assumed): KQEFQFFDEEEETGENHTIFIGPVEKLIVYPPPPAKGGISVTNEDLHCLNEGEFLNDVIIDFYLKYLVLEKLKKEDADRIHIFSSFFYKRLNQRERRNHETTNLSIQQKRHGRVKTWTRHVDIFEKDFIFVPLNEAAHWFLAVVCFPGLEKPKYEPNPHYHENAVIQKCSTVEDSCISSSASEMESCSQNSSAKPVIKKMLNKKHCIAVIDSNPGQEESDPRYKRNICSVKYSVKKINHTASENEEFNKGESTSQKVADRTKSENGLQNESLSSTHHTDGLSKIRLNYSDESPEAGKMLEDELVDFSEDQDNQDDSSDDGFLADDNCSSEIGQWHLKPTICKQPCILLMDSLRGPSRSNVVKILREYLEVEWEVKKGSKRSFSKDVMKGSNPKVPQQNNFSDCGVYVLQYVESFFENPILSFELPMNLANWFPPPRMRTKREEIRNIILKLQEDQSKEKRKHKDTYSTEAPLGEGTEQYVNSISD
PfGluPho inh – PfG6PD enzyme inhibitors, primary screen, biochemical, fluorescence intensity, uHTS; glucose-6-phosphate dehydrogenase-6-phosphogluconolactonase (Plasmodium falciparum 3D7); PfGluPho enzyme, NADPH resazurin-diaphorase fluorescence; inhibition, % at 20 µM; hit rate 0.78% among 350,000;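 active = inhibition reaching at least a set limit at 20 µM in the primary screen, cut at about 59% in these data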;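 also: 0% = DMSO wells with substrate and 100% = DMSO wells lacking glucose-6-phosphate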
The depositor's hits bear a star; i = inactive; x = not tested or not shown.

SMILES	SENP8 block-1	SENP8 block-2	SENP7 block	SENP1 inh	NLRP3 yeast inh	HKDC1 inhibitor	Apaf1 inhib	SENP6 inh	PfGluPho inh
CCOC(=O)N1CCC(N2CCN(C3CCCC3)C(CCO)C2)CC1 (stereo not given)	2	7	6	0	15	-9	-7	5	-16
N#CCOc1ccc(C2=NO[C@@H]3[C@@H]4C[C@@H]([C@H]5C(=O)N(c6ccc7c(c6)OCO7)C(=O)[C@@H]45)[C@H]23)cc1	0	-5	3	-3	6	-6	-5	4	8
NC(=O)CCC(NS(=O)(=O)c1ccc(Cl)cc1)C(=O)NCc1ccc(Cl)cc1 (stereo not given)	-8	14	-4	1	-8	1	-4	-11	-3
C=CCN(CC=C)c1nc2ccccc2nc1C(C#N)C(=O)OC(C)C (stereo not given)	0	i	4	-18	10	7	24	17	-10
O=C(CSc1ncc(C(F)(F)F)cc1Cl)N1CCNC1=O	0	2	4	-6	13	-6	-2	2	19
CCOC(=O)/C(C#N)=C\c1ccc(N2CCN(C/C=C/c3ccccc3)CC2)cc1	-2	-93	11	-25	28	11	10	-4	0
S=C(Nc1cccc(Cl)c1)Nc1ccccc1Oc1ccccc1	-6	25	5	-1	10	13	13	-1	-2
Cc1ccc(NC(=O)Cn2c(=O)oc3ccccc32)c(C)c1	-9	26	5	3	7	-7	-1	-2	-12
CS(=O)(=O)N(CC(=O)NCc1ccco1)c1ccc(Cl)c(C(F)(F)F)c1	5	9	3	-2	-7	6	1	-3	12
CCOc1ccccc1/C=N/NC(=O)Cc1csc(Nc2cccc(C(F)(F)F)c2)n1	-1	-4	-4	-5	16	1	18	9	69*
COC(=O)C(C)Sc1nc2c(c(=O)n(C)c(=O)n2C)n1CCC(C)C (stereo not given)	-7	14	-4	1	5	2	5	-8	-1
CCC(=O)Nc1ccc(C(=O)NNC(=O)c2ccccc2)cc1	-5	-3	8	2	21	-7	1	-7	-16
O=C(CC1NCCNC1=O)NC1Cc2ccccc2C1 (stereo not given)	0	10	-3	2	4	2	-6	-17	-2
CC1CCc2[nH]c3ccc(C(=O)O)cc3c2C1 (stereo not given)	-10	-19	-7	-8	15	-6	7	-15	19
CCOC(=O)Cn1cnc2c(cnn2-c2ccc(OC)cc2)c1=O	-3	-48	-2	-1	-6	-5	-16	-6	-5
CCCCCCOc1ccc(N2C(=O)CC(N(CCc3ccc(S(N)(=O)=O)cc3)C(C)=O)C2=O)cc1 (stereo not given)	1	9	-11	3	15	-4	9	-15	6
COc1cc(NC(C)CCCNC(C)C)c2ncccc2c1OC (stereo not given)	x	9	x	10	x	19	x	x	37
O=c1c2ccccc2c(-c2ccccc2)nn1-c1cc(Cl)cc(Cl)c1	4	-31	8	1	12	-5	15	-3	-11
CCOc1ccc(/C=N/NC(=O)C2(O)c3ccccc3-c3ccccc32)cc1	5	4	8	-1	9	-6	1	11	-7
CCOCCc1c(O)nc(SCC(=O)N2CCOCC2)[nH]c1=O	0	8	2	-3	9	-7	-4	-18	0

Random excerpt: 3 entries already listed.
SMILES	SENP8 block-1	SENP8 block-2	SENP7 block	SENP1 inh	NLRP3 yeast inh	HKDC1 inhibitor	Apaf1 inhib	SENP6 inh	PfGluPho inh
N#CCOc1ccc(C2=NO[C@@H]3[C@@H]4C[C@@H]([C@H]5C(=O)N(c6ccc7c(c6)OCO7)C(=O)[C@@H]45)[C@H]23)cc1	0	-5	3	-3	6	-6	-5	4	8
C=CCN(CC=C)c1nc2ccccc2nc1C(C#N)C(=O)OC(C)C (stereo not given)	0	i	4	-18	10	7	24	17	-10
COc1cc(NC(C)CCCNC(C)C)c2ncccc2c1OC (stereo not given)	x	9	x	10	x	19	x	x	37

More compounds:
SMILES	SENP8 block-1	SENP8 block-2	SENP7 block	SENP1 inh	NLRP3 yeast inh	HKDC1 inhibitor	Apaf1 inhib	SENP6 inh	PfGluPho inh
COc1ccccc1-n1c(SCC(=O)NC2CCCC2)nc2cccnc21	1	7	2	-7	15	-2	6	-6	0
Cc1ccc(OCC(=O)NCc2ccccn2)c(Br)c1	-10	26	11	2	19	-4	8	-7	6
CC1Cc2ccccc2N1C(=O)C1CCN(S(=O)(=O)Cc2ccccc2)CC1 (stereo not given)	-3	5	-6	0	10	-2	3	-10	-2
Cc1cccc(N(C(=O)CCC(=O)Nc2cc(C)on2)C(C(=O)NC2CCCC2)c2ccncc2)c1 (stereo not given)	-4	8	-3	4	8	-5	3	-26	-9
O=C(c1nc2ccc(Cl)cn2c1CNCC[C@@H]1C[C@@H]2C=C[C@H]1C2)N1CCCCCCC1	-10	-13	-2	-29	18	-9	19	-45	4
O=C(NCc1ccc2c(c1)OCO2)c1ccc2snnc2c1	0	32	1	3	25	-3	-181	-10	4
Cc1ccc(OCCN2CCN(C(=O)CCC(=O)Nc3nnc(C(C)C)s3)CC2)cc1	-10	16	-7	-4	-5	7	2	-1	-21
C/C(CC(=O)Nc1ccc(N(C)C)cc1)=N\NC(=O)c1ccc(F)cc1	0	32	6	0	13	-14	3	-11	-11
COc1cc(-n2nc(C)c3c2OC(N)=C(C#N)C3c2ccccc2)c(Cl)c(Br)c1O (stereo not given)	5	26	6	-90	-43	7	4	7	11
CNc1cc(CS(=O)c2ccccc2)nc(-c2ccccc2)n1 (stereo not given)	-3	15	-3	3	14	-3	-1	5	-11
Cc1ccc(-n2nnc(-c3cccnc3)n2)cc1	22	5	17	1	13	-4	-3	30	17
CCC(C)C(=O)Nc1cc(C(=O)OC)ccc1C(=O)OC (stereo not given)	1	-148	-1	1	15	-3	-6	6	-14
CC(C)(C)c1cc(CCC(=O)NNC(=O)c2ccncc2)cc(C(C)(C)C)c1O	-1	-6	4	2	16	-1	4	-14	-19
CCc1ccc(N2CC(C(=O)Nc3ccc(S(=O)(=O)Nc4nccs4)cc3)CC2=O)cc1 (stereo not given)	5	4	1	1	-5	-1	6	-4	-16
CS(=O)(=O)N1CCN(c2ccc(NC(=O)c3ccc(Br)o3)cc2)CC1	-17	31	-8	2	16	-4	-2	-23	0
COC(=O)c1ccccc1NC(=O)CN1CCN(c2ccccn2)CC1	-6	10	11	0	26	-3	15	-14	14
COc1cccc(-c2nnn(CC(C)=O)n2)c1	7	31	4	2	7	-1	-8	8	-3
O=C(CCN1C(=O)/C(=C/c2ccccc2Cl)SC1=S)NC1CCS(=O)(=O)C1 (stereo not given)	2	27	-8	4	15	0	-1	-17	-9
CC1CCCCC1NC(=O)Cn1c(=O)cnc2ccccc21 (stereo not given)	6	-257	7	-1	14	-3	2	-4	11
O=C(c1ccc2nc3ccccc3c(=O)n2c1)N1CCN(Cc2ccc3c(c2)OCO3)CC1	-6	-329	-6	-70	19	-2	-2	-6	19
CC(=O)NCCCC(=O)NC(CCC(=O)OCc1ccccc1)C(=O)OCc1ccccc1 (stereo not given)	-4	7	3	2	5	-6	3	6	5
CN(C)CCCNCCCNC(=O)/C(=N\O)c1ccccn1	1	13	9	-3	-22	0	21	7	-23
COc1cccc(-c2ncc3ccccc3c2CO)c1	-7	12	13	0	11	3	8	10	7
Cn1nnc2c[n+](CC(=O)c3ccc(Cl)cc3)cc(Br)c21	-6	32	3	-3	-1	18	10	1	12
CC(C)(C)c1nc(SCC(=O)NNC(=O)c2ccccc2)c2ccccc2n1	-5	4	-21	-1	13	-6	15	-17	-19
O=C(Nc1ccc(C(=O)N2CCCC2)cc1)c1cccc(C(F)(F)F)c1	-4	6	-6	-1	21	2	2	8	-6
CC1(C)NC(=O)N(CC(O)COC2CCCCC2)C1=O (stereo not given)	0	16	0	1	13	-3	-13	0	-5
O=C(CO/N=C/c1ccc2c(c1)OCO2)Nc1cccc(Br)c1	-15	0	-3	-47	14	-10	14	5	-8
COc1ccc(-c2cn[nH]c2C)cc1	-1	10	1	-1	20	-2	-21	-7	-7
Cc1c(Cl)cccc1-n1c(SCC(=O)N2CCC(C(=O)O)CC2)nc2ccccc2c1=O	7	-2	-3	2	16	1	-1	14	-18
COc1ccc(CCNc2nc(=O)[nH]nc2C)cc1OC	0	10	1	1	0	-8	-12	-5	-6
COc1ccc(CNc2ccc3c(c2)ncn3-c2ccccc2OC)cc1	-9	-90	0	-45	46	6	9	-11	17
C[C@H](CO)N1C[C@H](C)[C@@H](CN(C)S(=O)(=O)c2ccccc2)Oc2ccc(NC(=O)NC3CCCCC3)cc2C1=O	-3	3	-8	2	5	-4	7	-7	8
O=C1C=CC(=O)N1c1ccccn1	x	-14	x	5	x	-9	x	x	-14
COC(=O)[C@]1(CC(C)C)N[C@H](c2ccc(-c3ccccc3)cc2)[C@@H]2C(=O)N(C)C(=O)[C@@H]21	-5	14	3	1	21	-4	18	-11	13
CN(CC(=O)NCc1cccnc1)S(=O)(=O)c1ccccc1	5	12	2	0	-5	-6	-19	9	-12
COc1ccc(OC)c(NC(=O)Cn2nc(C)c3ccccc3c2=O)c1	20	6	4	1	17	5	-4	-26	-13
CC(NC(=O)c1cc(Br)ccc1Br)c1ccccc1 (stereo not given)	-5	x	1	x	-25	x	-5	-1	x
COc1ccc(NC(=O)CSc2nnc(N)s2)c([N+](=O)[O-])c1	-4	14	11	3	19	-2	-4	-6	-10
O=S(=O)(NCC1CCCO1)c1ccccc1 (stereo not given)	5	24	1	0	11	3	3	-7	-5
C/C(=N\N=C1\NC(=O)C(Cc2ccccc2)S1)c1ccccc1 (stereo not given)	-1	12	2	2	3	6	12	6	-32
COc1cc(-c2nnc(SCC(=O)c3cc(C)n(CC4CCCO4)c3C)o2)cc(OC)c1OC (stereo not given)	0	-4	5	0	2	2	10	-1	1
CCCCNc1nc2c(c(=O)[nH]c(=O)n2C)n1CCOc1ccccc1	-14	7	-7	2	20	-8	-6	-26	-1
O=c1c2ccccc2nc(/C=C/c2cccc([N+](=O)[O-])c2)n1CCCO	5	2	3	0	13	2	6	5	-20
Cc1ccc(C(=O)NNC(=O)CSc2nc(N)cc(N)n2)cc1	-3	-18	7	0	9	-9	11	12	19
Cc1ccc(C(=O)NC(=S)Nc2ccc3[nH]c(=O)[nH]c3c2)cc1C	-1	3	8	-2	-5	-6	-23	6	-2
CCc1noc(C)c1C(=O)Nc1nc2c(C)cccc2s1	3	-70	6	-1	59*	-2	12	30	1

Screens as filed in PubChem.
